TexasRed autofl – qHTS Assay for Spectroscopic Profiling in Texas Red Spectral Region | Compound fluorescence, Texas Red channel, 547/618 nm; active compounds read high | max dye-equivalent concentration, M | 59,000 tested, 0.06% active | AID 587, 2007; in the data active = max dye-equivalent concentration above about 10 nM; inconclusive = between about 1.1 nM and that limit
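Dye-equivalent concentrations come from scaling compound signal (ex 547, em 618 nm) to six Texas Red standard concentrations run on every plate, after 15 min room-temperature incubation in pH 8.0 Tris (100 mM).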
Ub-GFP proteasome – Ubiquitin-GFP Assay | Ubiquitin-GFP reporter cells, proteasome inhibition, GFP fluorescence; response scale: untreated = 0%, 10 µM MG-132 = 100% | Potency, µM (highest dose often 45.9 µM), for the others: at the top dose activation (GFP accumulation), actives largely listed as activators | 67,000 tested, under 10 active | AID 526, 2006; active = well fitted activation curve with a large enough effect, not every such curve was filed as active; inconclusive = small, poorly fitted or top-dose-only effect, or another doubt; inactive = no such curve, though single readings can be large or run the other way; note: potency is the fitted concentration of half-maximal effect
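U2OS cells stably expressing ubiquitin(G76V)-GFP, seeded overnight in 0.5% FBS medium, were exposed to compounds (qHTS, 46 uM to 2.9 nM) for 4 hr at 37 °C. GFP-positive cells were counted by laser cytometry (488 ex/515 em), normalized between basal and 10 uM MG-132.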
HADH2 inhib – qHTS Assay for Inhibitors of HADH2 (Hydroxyacyl-Coenzyme A Dehydrogenase, Type II). 3-hydroxyacyl-CoA dehydrogenase type-2 (Homo sapiens), Q99714. recombinant HADH2, NADH fluorescence, beta-hydroxybutyryl-CoA. Potency, µM (doses to about 57.1 µM), for inactives: at the highest dose activity change, negative = inhibition, usual class: inhibitors. 73,000 tested, 3.4% active; note: potency is the fitted concentration of half-maximal effect; % is set by controls: 0 for no effect and ±100 for the full control effect; nearly all actives have a fitted effect of over 60% in size; many of its hits are not listed in these tables
Target sequence (Q99714 whole entry, looked up, one chain of several): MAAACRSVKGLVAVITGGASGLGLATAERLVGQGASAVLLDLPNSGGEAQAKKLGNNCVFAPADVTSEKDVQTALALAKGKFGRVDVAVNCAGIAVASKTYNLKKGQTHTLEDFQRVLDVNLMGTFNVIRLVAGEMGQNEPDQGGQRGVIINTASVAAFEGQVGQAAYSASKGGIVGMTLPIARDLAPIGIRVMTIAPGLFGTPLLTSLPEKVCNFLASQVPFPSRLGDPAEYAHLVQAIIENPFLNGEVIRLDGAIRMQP
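Activity measured as NADH fluorescence gain (360/450 nm), taken as the change between first and last reads of a 4-min kinetic run. Conditions: pH 9.0 Tris buffer, 20 nM E. coli-expressed His-tagged enzyme, 1 mM NAD+, 90 uM beta-hydroxybutyryl-CoA; 15-min compound preincubation.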
Rhodamine fluor – qHTS Assay for Spectroscopic Profiling in Rhodamine Spectral Region | Rhodamine-region fluorescence, 547/598 nm, Tris buffer; active compounds read high | max dye-equivalent concentration, M | 59,000 tested, 0.05% active | AID 594, 2007; in the data active = max dye-equivalent concentration above about 11 nM; inconclusive = between about 1.1 nM and that limit
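Read-out is relative fluorescence at 547 nm excitation and 598 nm emission, expressed as dye-equivalent concentration using rhodamine standards on every plate. Each compound was profiled across a concentration series after 15 min in 100 mM Tris, pH 8.0.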
HBB splice mod – qHTS Assay for Modulators of Hemoglobin Beta Chain Splicing; Potency, µM (titrated, usually from 46.1 µM), without a hit: top-dose activation, usual class: activators; HBB splicing reporter cell assay, activation; EGFP reporter with mutant IVS2-654 intron; response scale: normalised to 500 nM splice-correcting PNA; 65,000 tested, 0.06% active; AID 925, 2007; note: potency is the fitted concentration of half-maximal effect; 0% is about no effect
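HeLa cells stably expressing EGFP interrupted by mutant beta-globin intron 2 (IVS2-654), 500/well in 2% FCS. Treated with compound for 2 days at 37C. Splicing correction scored as total well GFP intensity (488 nm excitation, 500-520 nm emission); 500 nM antisense PNA served as control.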
4MU fluor – qHTS Assay for Spectroscopic Profiling in 4-MU Spectral Region | compound autofluorescence, 340/450 nm, 4-MU equivalents; active compounds read high | max dye-equivalent concentration, M | 59,000 tested, 11% active | AID 589, 2007; in the data active = max dye-equivalent concentration above about 10 nM; inconclusive = mostly about 1.1 nM to 9.6 nM
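Compounds in 100 mM Tris, pH 8.0, sat 15 min at room temperature before fluorescence was read at 340 nm excitation/450 nm emission; a per-plate six-point 4-MU standard curve converted signals to dye-equivalent concentration at each compound concentration.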
15-hLO inh – qHTS Assay for Inhibitors of 15-hLO (15-human lipoxygenase). 74,000 tested, 1.4% active. Potency, µM (highest dose often 57.1 µM), inactives show at the top dose activity change, negative = inhibition, hits mostly inhibitors. purified 15hLO-1, xylenol orange hydroperoxide absorbance. Polyunsaturated fatty acid lipoxygenase ALOX15 (Homo sapiens), P16050; note: potency is the fitted concentration of half-maximal effect; % is set by controls: 0 for no effect and ±100 for the full control effect; nearly all actives have a fitted effect of over 55% in size
Target sequence (P16050 whole entry, looked up): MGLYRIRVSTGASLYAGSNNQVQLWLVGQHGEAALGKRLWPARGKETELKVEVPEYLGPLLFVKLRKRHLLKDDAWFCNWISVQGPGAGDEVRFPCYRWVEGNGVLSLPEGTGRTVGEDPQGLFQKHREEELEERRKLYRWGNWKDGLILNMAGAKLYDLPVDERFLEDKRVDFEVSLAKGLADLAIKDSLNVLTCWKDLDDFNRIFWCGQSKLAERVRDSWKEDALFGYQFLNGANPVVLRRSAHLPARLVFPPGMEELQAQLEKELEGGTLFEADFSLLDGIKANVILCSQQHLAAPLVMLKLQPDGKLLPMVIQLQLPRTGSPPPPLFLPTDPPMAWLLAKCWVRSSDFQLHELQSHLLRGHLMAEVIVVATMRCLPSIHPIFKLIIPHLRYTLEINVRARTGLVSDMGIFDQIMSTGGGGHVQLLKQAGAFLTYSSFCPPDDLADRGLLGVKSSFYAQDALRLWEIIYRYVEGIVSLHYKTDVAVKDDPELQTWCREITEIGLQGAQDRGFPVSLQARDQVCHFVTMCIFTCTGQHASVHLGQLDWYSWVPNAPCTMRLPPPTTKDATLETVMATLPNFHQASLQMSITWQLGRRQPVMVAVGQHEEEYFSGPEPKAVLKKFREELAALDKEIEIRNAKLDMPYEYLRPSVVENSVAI
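Compounds were preincubated 15 min at room temperature with 40 nM purified human enzyme (25 mM Hepes pH 7.5, 0.01% Triton X-100); 50 uM arachidonic acid reacted 6 min. Fe-xylenol orange detection, 30 min, absorbance ratio 573/405 nm.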
Fluorescein autfl – qHTS Assay for Spectroscopic Profiling in Fluorescein Spectral Region | max fluorescein-equivalent concentration, M | 59,000 tested, 0.91% active | AID 593, 2007 | Compound autofluorescence, 480/540 nm, fluorescein-equivalent; active compounds read high; in the data active = max fluorescein-equivalent concentration above about 10 nM; inconclusive = between about 1.1 nM and that limit
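First, buffer (100 mM Tris, pH 8.0) dispensed; second, compounds and fluorescein standards pinned in; third, 15 min room-temperature incubation; finally, imaging at ex 480 nm/em 540 nm. Fluorescence normalized against the six-point fluorescein curve.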
Hsp90 Hop PPI – qHTS Assay for Disrupters of an Hsp90 Co-Chaperone Interaction | Hsp90 C-terminal peptide / TPR2A (Hop) interaction, human | AlphaScreen TPR2A-His6 binding biotin-Hsp90 C-terminal peptide | Potency, µM (top dose mostly 57 µM), for inactives: at the top dose activity change, negative = inhibition | 71,000 tested, 0.44% active | AID 595, 2007; active = well fitted curve in either direction with a large enough effect; inconclusive = small, poorly fitted or top-dose-only effect, or another doubt; note: potency is the fitted concentration of half-maximal effect; % is set by controls: 0 for no effect and ±100 for the full control effect; many of its hits are not listed in these tables
Epigenetic mod – qHTS Assay for Epigenetic Modulators. mouse C127i GFP locus derepression, cytometry, 30 h. Potency, µM (doses to about 46.1 µM), inactives show at the top dose GFP derepression (activation). 68,000 tested, 0.09% active. AID 597, 2007; note: % of control where 0% means no effect
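Murine C127i mammary cells carrying a silenced, stably integrated CMV-driven GFP reporter were treated with compound for 30 hours at 37 C. After PBS washes, GFP-positive cells were counted by laser-scanning microplate cytometry.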
Pol III holo inh – qHTS Assay for Inhibitors of DNA Polymerase III Holoenzyme System; reconstituted DNA polymerase III holoenzyme replication, biochemical; Potency, µM (highest dose often 57.1 µM), without a hit: at the highest dose activity change, negative = inhibition; 71,000 tested, 0.25% active; AID 603, 2007; note: potency is the fitted concentration of half-maximal effect; % is set by controls: 0 for no effect and ±100 for the full control effect
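Reconstituted *E. coli* holoenzyme (0.35 nM Pol III, 1 nM beta, 154 nM SSB, 2 nM primase) was preincubated with compound for 15 min at RT. Synthesis on 1.4 nM ssM13Gori ran 35 min, then was stopped with PicoGreen/EDTA and read as dsDNA fluorescence.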
Numbers without * were called inactive; i = inactive; ? = inconclusive; / = no result given; [ ] = dose if it differs, or a comment. Unless noted, calls come from the whole dose curve; as a rule, active = well fitted curve in the direction sought with a large enough effect; inconclusive = small, poorly fitted or top-dose-only effect, or another doubt; inactive = no such curve, though single readings can be large; an effect the other way counts as inactive or inconclusive.

SMILES	TexasRed autofl	Ub-GFP proteasome	HADH2 inhib	Rhodamine fluor	HBB splice mod	4MU fluor	15-hLO inh	Fluorescein autfl	Hsp90 Hop PPI	Epigenetic mod	Pol III holo inh
O=C1[C@@H]2C(Cc3ccc(O)cc3)NC3(C(=O)Nc4ccc(F)cc43)[C@@H]2C(=O)N1c1ccccc1 (stereo partly specified)	i	2%	-7%	i	-2.3%[57.5 µM]	i	-12%	i	-6%	0%	-4%
CCOC(=O)COc1ccc(S(=O)(=O)Nc2ccc3c(c2)OCCO3)cc1	i	-3%	6%	i	0.7%	i	-2%	i	-6%	2%	1%
CC1(NC(=O)N2CCCCC2)CCS(=O)(=O)C1 (stereo unspecified)	/	4%	8%	/	1.5%	/	-27%	/	-1%	-2%	-4%
CCOc1cc(-c2noc(CCCC(N)=O)n2)cc(Br)c1OC	i	/	2%	i	-2.6%[0.369 µM]	i	-1%	i	-3%	8%	-2%
COc1ccc(OC)c(C(C)NC=O)c1 (stereo unspecified)	/	-6%	8%	/	-3.2%	/	-29%	/	?	5%	0%
O=C(CSc1nnc(-c2ccccc2)n1Cc1ccccc1)N1CCOCC1	i	0%	8%	i	/	i	-9%	i	0%	0%	-1%
C[C@@H]1NCC[C@H](CC(=O)O)[C@H]1CC(=O)O	i	0%[9.17 µM]	7%[11.4 µM]	i	0.2%[9.22 µM]	i	5%[11.4 µM]	i	-3%[11 µM]	-2%[9.22 µM]	-4%[11.4 µM]
CCOc1ccc2[nH]c(=O)c(CN(CCO)C(=O)CC)cc2c1	i	-7%	-117%	i	-5.4%	6.3e-07M*	?	?	?	-1%	-1%
COc1cccc(-c2csc3nnc(SCC(=O)c4ccc(NC(C)=O)cc4)n23)c1	?	-1%	0%	i	-7.1%	i	-12%	?	-4%	-2%	-8%
CCN(CC)CCCN(Cc1cc2cc(OC)ccc2[nH]c1=O)C(=O)Nc1ccccc1	i	3%	-6%	i	2.6%	2.1e-07M*	-7%	i	-2%	-1%	3%
COC(=O)CSc1nnc2n1C(C)(C)Cc1ccccc1-2	?	0%	-1%	i	/	i	0%	i	0%	-5%	1%
COc1ccc(NC(=O)Cc2nc3ccccc3[nH]2)cc1	/	-4%	12%	/	-0.2%	/	11%	/	-2%	2%	-2%
O=C(NCC1CCCO1)C(C(=O)c1ccccc1)n1cc(Cl)ccc1=O (stereo unspecified)	i	0%	-6%	i	-0.6%[57.5 µM]	i	7%	i	-2%	4%	-4%
Oc1ccc(C=NCC2COc3ccccc3O2)cc1 (stereo unspecified)	/	-5%[9.17 µM]	?	/	-3.2%[0.0738 µM]	/	?	/	-7%[11 µM]	-3%	-6%[11.4 µM]
CCOC(=O)C1=C(N)Oc2c(oc(CO)cc2=O)C1c1c(F)cccc1Cl (stereo unspecified)	?	0%	7%	i	/	i	-11%	i	-9%	5%	-7%
Cc1ccc(S(=O)(=O)CCc2nnc(NC(=O)C3CCCO3)s2)cc1 (stereo unspecified)	?	1%	-3%	i	1.7%	i	2%	i	-2%	-1%	2%
Nc1ccc(CN2CCN(c3ccc4ccccc4n3)CC2)cc1	i	-4%	-4%	i	-0.8%	i	-12%	?	-2%	0%	-4%
Cc1cc(Nc2ncc(Cl)cc2Cl)n[nH]1	?	3%	?	i	1.3%	i	18%	?	-6%	-2%	-8%
COc1ccc(CCN2C(=NC(=O)CCC(=O)O)SC3CS(=O)(=O)CC32)cc1OC (stereo unspecified)	i	13%	6%	i	0.0%	i	2%	i	-3%	-3%	-4%
N#CCCN1CCN(S(=O)(=O)c2ccc(S(=O)(=O)NCC3CCCO3)cc2)CC1 (stereo unspecified)	/	-2%	9%	/	-1.6%	/	7%	/	0%	-4%	-1%
Cc1noc(C)c1Cn1nc(C(=O)O)c2ccccc2c1=O	?	0%	4%	i	-0.6%	i	-3%	i	2%	-2%	-3%
COC(=O)C(C)NS(=O)(=O)c1ccc(NC(C)=O)cc1 (stereo unspecified)	i	2%	-3%	i	-0.1%	i	11%	i	-2%	6%	3%
Cc1sc2ncnc(NCCCn3ccnc3)c2c1C	i	-5%	-19%	i	-0.4%[57.5 µM]	i	29%	i	-1%	2%	1%
CCN(CC)C(=O)CSc1nc2ccccc2c(=O)[nH]1	?	11%	2%	i	-0.3%	i	9%	?	3%	-3%	4%
COc1ccc(CNc2oc(COc3ccc(Cl)cc3)nc2C#N)cc1	i	/	/	i	/	i	/	?	/	10%[20.6 µM]	/
COc1ccc(OC)c(NC(=O)CS(=O)(=O)c2ccccc2)c1	?	-1%	2%	i	-0.2%	i	-1%	i	-2%	0%	0%
CN1CC(=O)NC1=NC(=O)C12CC3CC(CC(C3)C1)C2	?	-1%	5%	i	-1.2%	?	11%	?	-2%	4%	-5%
COc1ccccc1N1CCN(C(=O)C2CCN(S(=O)(=O)c3ccc(F)cc3)CC2)CC1	/	28%	-13%	/	-0.8%[9.22 µM]	/	-2%	/	-2%	-4%	8%
CNS(=O)(=O)c1ccc(Oc2ccc(S(=O)(=O)NC)cc2)cc1	/	-3%	3%	/	-0.8%	/	0%	/	-7%	0%	-3%
Cc1cc(C)n2c(SCC(=O)N3CCN(S(=O)(=O)c4ccc(Cl)cc4)CC3)nnc2n1	i	6%	6%	i	0.0%[57.5 µM]	i	1%	?	0%	4%	-3%
CC1CCCCN1CCNC(=O)C1CCN(S(=O)(=O)N2CCCCC2)CC1 (stereo unspecified)	i	5%	1%	i	0.0%[57.5 µM]	i	6%	i	-2%	4%	4%
CCOC(=O)N1CCC(NC(=O)CCC(=O)N2CC(C)Oc3ccc(C)cc32)CC1 (stereo unspecified)	?	4%	2%	i	0.9%	i	1%	i	2%	3%	-8%
COc1ccccc1NC(=O)c1c(C)cc(=O)oc1C	i	/	/	i	/	i	/	i	/	-1%[20.6 µM]	/
COCCNC(=O)CSc1nc2ccccc2c(=O)n1-c1cccc(OC)c1	?	-1%	6%	i	-3.1%	i	-2%	?	2%	-1%	2%
CC1(C)Cc2ccccc2-c2nnc(SCc3ccc(C#N)cc3)n21	i	2%	-5%	i	-0.3%[57.5 µM]	i	-22%	?	-3%	0%	2%
CCOCCCNC(=O)C1CCC(=O)N1CCc1ccccc1 (stereo unspecified)	?	-3%	6%	i	-0.4%[0.369 µM]	i	-1%	i	0%	2%	-5%
CS(=O)(=O)c1nc(-c2ccco2)cc(C(F)(F)F)n1	i	-11%	10µM*	i	2.9%	1.3e-08M*	-8%	i	0%	-1%	-12%
COc1ccc(-c2nc(CS(=O)CC(=O)NCc3ccccn3)c(C)o2)cc1 (stereo unspecified)	/	-11%	-20%	/	0.1%	/	0%	/	-5%[2.3 µM]	/	3%

4 structures from above, ordered by SMILES length, ascending:
SMILES	TexasRed autofl	Ub-GFP proteasome	HADH2 inhib	Rhodamine fluor	HBB splice mod	4MU fluor	15-hLO inh	Fluorescein autfl	Hsp90 Hop PPI	Epigenetic mod	Pol III holo inh
COc1ccccc1NC(=O)c1c(C)cc(=O)oc1C	i	/	/	i	/	i	/	i	/	-1%[20.6 µM]	/
Cc1noc(C)c1Cn1nc(C(=O)O)c2ccccc2c1=O	?	0%	4%	i	-0.6%	i	-3%	i	2%	-2%	-3%
CC1CCCCN1CCNC(=O)C1CCN(S(=O)(=O)N2CCCCC2)CC1 (stereo unspecified)	i	5%	1%	i	0.0%[57.5 µM]	i	6%	i	-2%	4%	4%
COc1ccc(-c2nc(CS(=O)CC(=O)NCc3ccccn3)c(C)o2)cc1 (stereo unspecified)	/	-11%	-20%	/	0.1%	/	0%	/	-5%[2.3 µM]	/	3%

A portion of the library; count on the stated rates, not on these rows.
